TNAP inh Pi = human TNAP inhibition, phosphate detection. P05186. purified TNAP, pNPP, malachite green phosphate absorbance. inhibition, % at 20 µM. 21,000 tested, under 10 active
Target sequence (P05186 whole entry, looked up): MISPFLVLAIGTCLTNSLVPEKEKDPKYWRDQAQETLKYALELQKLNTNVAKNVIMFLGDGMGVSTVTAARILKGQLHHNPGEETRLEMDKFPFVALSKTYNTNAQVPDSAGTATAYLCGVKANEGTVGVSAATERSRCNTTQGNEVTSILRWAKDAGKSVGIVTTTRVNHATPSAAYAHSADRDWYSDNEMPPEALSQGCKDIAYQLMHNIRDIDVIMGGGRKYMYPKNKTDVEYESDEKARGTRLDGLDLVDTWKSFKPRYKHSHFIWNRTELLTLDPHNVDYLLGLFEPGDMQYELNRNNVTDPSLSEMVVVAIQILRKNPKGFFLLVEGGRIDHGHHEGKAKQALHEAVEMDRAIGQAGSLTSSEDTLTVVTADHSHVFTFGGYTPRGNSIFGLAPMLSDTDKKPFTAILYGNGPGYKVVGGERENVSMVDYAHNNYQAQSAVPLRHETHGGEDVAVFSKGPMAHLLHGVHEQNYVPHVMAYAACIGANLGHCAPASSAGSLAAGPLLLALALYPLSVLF
TNAP pNPP inh = inhibitors of human tissue-nonspecific alkaline phosphatase; P05186; 21,000 tested, under 10 active; AID 615; purified TNAP, pNPP hydrolysis, absorbance 405 nm; inhibition, % at 20 µM;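 note: 0% = DMSO only wells and 100% = 1 mM levamisole wells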
An asterisk follows results filed as active.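 Rule for the calls: active = inhibition above 50% at the 20 µM single-dose screen; inactive = the rest.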 Some of the compounds tested, so the mix of outcomes need not match the whole.

1) CC1(c2ccc(Cl)cc2)NC(=O)N(CC(=O)N2CCCC2)C1=O (configuration not stated)
2) CCOC(=O)c1cccc(NC(=O)Cn2c(CC(=O)N3CCCC3)nc3ccccc32)c1
3) CC1CCCCN1C(=O)c1ccc(S(=O)(=O)N2CCCCC2C)cc1 (configuration not stated)
4) CCOc1ccccc1NC(=O)CSc1nnc(-c2ccco2)o1
5) O=C(O)CCCCCNC(=O)CCn1cnc2ccccc2c1=O
6) CC(=O)N1CCN(CCN(CC2C(C)C=C(C)CC2C)C(C)=O)CC1 (configuration not stated)
7) CC1CN(C(=O)N(C)C)CCN1C(=O)N(C)C (configuration not stated)
8) Cn1c(CCN2CCCCCC2)nc2cc(NC(=O)Nc3ccccc3)ccc21
9) COc1ccc(-n2ncc3c(NCCCn4ccnc4)ncnc32)cc1
10) CCOc1ccccc1C1C(C#N)=C(N)SC(N)=C1C#N

compound no.	1	2	3	4	5	6	7	8	9	10
TNAP inh Pi	-3.8	14.6	4.0	11.9	-1.3	15.4	2.4	13.5	8.0	0.5
TNAP pNPP inh	-9.0	1.7	-0.5	1.7	7.5	5.6	-3.0	4.0	2.4	1.8

11) CC1(C)CC(=O)C2=C(C1)NCN(CCCN1CCOCC1)C2
12) O=C(CSc1nnc(-c2cccnc2)n1-c1ccccc1)Nc1ccc2c(c1)OCO2
13) CC(C)(C)NC(=O)Cn1nnc(-c2ccc(Cl)cc2)n1
14) COC(=O)/C(=C1/Oc2cc(C)oc(=O)c2S1)C(F)(F)F
15) Cc1ccc(C)c(C(=O)C(C)OC(=O)c2cccn2C)c1 (configuration not stated)
16) O=C(COC(=O)CCC(=O)Nc1nccs1)NCc1ccco1
17) O=C(COC(=O)CCc1c[nH]c(=O)[nH]1)Nc1ccccc1
18) O=C(O)Cc1ccc(NC(=O)C2CC=CCC2C(=O)O)cc1 (configuration not stated)
19) CCn1c2ccccc2c2nn(C)c(=N)nc21
20) Cc1ccc(C(C)C)cc1S(=O)(=O)NCc1cccnc1

compound no.	11	12	13	14	15	16	17	18	19	20
TNAP inh Pi	10.8	-17.5	13.5	5.7	0.0	4.3	10.7	6.2	6.6	-1.9
TNAP pNPP inh	3.0	5.3	7.6	5.1	0.0	1.6	0.0	2.9	1.1	6.6

21) O=C(Nn1c(-c2ccccc2)nc2ccccc2c1=O)c1ccco1
22) CC(=O)N1CC2(C)CN(C(C)=O)CC(C)(C1)C2O (configuration not stated)
23) CCc1nnc(NC(=O)C2CCCN2S(=O)(=O)c2ccc(F)cc2)s1 (configuration not stated)
24) COC(=O)C1=C(C)N=C2SC(C)C(=O)N2C1c1cccc(F)c1 (configuration not stated)
25) CCOc1cc(Br)c(C(=O)O)cc1OCC
26) CCOC(=O)c1c(C)[nH]c(C(=O)OC)c1CCC(=O)OC
27) CC1CN(C(=O)c2cccs2)CCN1C(=O)c1cccs1 (configuration not stated)
28) Brc1ccccc1-c1nnc(-c2cccnc2)o1
29) N#Cc1ccc(OCC(=O)N2CCN(S(=O)(=O)c3cccs3)CC2)cc1
30) CC(N=c1ccccn1C(=O)Nc1ccc(F)cc1)c1ccco1 (configuration not stated)

compound no.	21	22	23	24	25	26	27	28	29	30
TNAP inh Pi	-3.5	9.7	11.1	5.6	0.0	-6.0	11.3	0.0	9.7	9.8
TNAP pNPP inh	7.1	4.9	5.9	1.6	0.0	-9.0	3.9	0.0	1.8	4.6

31) CN1CCCCc2c1nc1c(c2N)CCCC1
32) COc1nc(-c2ccccc2)ccc1-c1noc(-c2ccccc2)n1
33) Cc1ccc(NC(=O)Cn2nc(C)c3ccccc3c2=O)cc1
34) CC(=O)Nc1ccc2c(c1)n(C)c(=O)n2C
35) O=C(NCCN1CCOCC1)c1cccc(Cl)c1
36) CC1(C)Cc2c(c(-c3ccco3)nc3n[nH]c(N)c23)CO1
37) COc1ccc(-c2onc3ccc(Cl)cc23)cc1OC
38) COc1cc(OC)cc(-c2nnc(SCC(=O)N(C(C)C)C(C)C)o2)c1
39) CCN(CC)Cc1c(O)ccc2c(-c3ccccc3)cc(=O)oc12
40) CN(Cc1nc2ccccc2n1C)C(=O)c1cccs1

compound no.	31	32	33	34	35	36	37	38	39	40
TNAP inh Pi	0.0	11.3	7.0	7.4	-18.5	-2.4	7.1	-5.1	0.0	7.4
TNAP pNPP inh	0.0	5.4	1.9	5.5	3.8	-9.0	5.3	6.8	4.0	0.1

41) c1ccc(COn2c(-c3ccccc3)nc3c2CCc2nonc2-3)cc1
42) COCCn1c(N)c(C(=O)NCc2cccs2)c2nc3ccccc3nc21
43) CCc1nc(Nc2ccc(N3CCN(C(C)=O)CC3)cc2)c2oc3ccccc3c2n1
44) Cc1noc(COc2ccccc2OCC(O)CNC(C)(C)C)n1 (configuration not stated)
45) CC(=O)c1cccc(NC(=O)N2CCCC2C(=O)Nc2cc(C)ccc2C)c1 (configuration not stated)
46) COC(=O)[C@H](CCSC)NC(=O)NCc1cccs1
47) Cn1nc(C(=O)OCCN2C(=O)c3ccccc3C2=O)c2ccccc2c1=O
48) O=C(COC(=O)C1(c2ccc(F)cc2)CCCC1)N1CCOCC1
49) O=C(Nc1c(C(=O)N2CCOCC2)cnn1-c1ccccc1)c1ccccc1
50) CCC(=O)N1c2ccccc2[C@@H](N(C(C)=O)c2ccccc2)C[C@H]1C

compound no.	41	42	43	44	45	46	47	48	49	50
TNAP inh Pi	9.0	-15.3	3.8	11.0	0.0	7.0	11.3	-4.0	11.2	7.7
TNAP pNPP inh	4.4	6.4	5.4	6.0	-2.2	-0.6	-1.5	-4.6	3.8	5.5

7 entries from above, sorted by heavy-atom count, high to low:
43) CCc1nc(Nc2ccc(N3CCN(C(C)=O)CC3)cc2)c2oc3ccccc3c2n1
45) CC(=O)c1cccc(NC(=O)N2CCCC2C(=O)Nc2cc(C)ccc2C)c1 (configuration not stated)
42) COCCn1c(N)c(C(=O)NCc2cccs2)c2nc3ccccc3nc21
41) c1ccc(COn2c(-c3ccccc3)nc3c2CCc2nonc2-3)cc1
50) CCC(=O)N1c2ccccc2[C@@H](N(C(C)=O)c2ccccc2)C[C@H]1C
48) O=C(COC(=O)C1(c2ccc(F)cc2)CCCC1)N1CCOCC1
46) COC(=O)[C@H](CCSC)NC(=O)NCc1cccs1

compound no.	43	45	42	41	50	48	46
TNAP inh Pi	3.8	0.0	-15.3	9.0	7.7	-4.0	7.0
TNAP pNPP inh	5.4	-2.2	6.4	4.4	5.5	-4.6	-0.6

Further entries follow.
51) C=CCn1c(=O)c(C(=O)NCCNCC)c(O)c2ccccc21
52) CCC(C)[C@H](NC(=O)N1CCCC1)C(=O)O (some centres not stated)
53) COc1cc2c(cc1OC)CN(C(=O)CCCN1C(=O)c3ccccc3C1=O)CC2
54) NC(=O)C1CCN(c2nc(-c3ccccc3)nc3c2oc2ccccc23)CC1
55) CCCC(=O)C1=C(O)C(C(=O)OC)C(C)(C)CC1=Nc1ccncc1 (configuration not stated)
56) O=C(NCc1ccccn1)c1cn(CCc2ccccc2)nn1
57) Cn1nnc(NC(=O)c2ccc(C(C)(C)C)cc2)n1
58) CCCCNC(=O)c1ccccc1NC(=O)c1ccccc1N(C)S(C)(=O)=O
59) CCOC(=O)N1CCN(Cc2nc3c(c(=O)n(C)c(=O)n3C)n2CCCc2ccccc2)CC1
60) COc1ccccc1-c1nnc2sc(COc3ccc(Cl)cc3Cl)nn12

compound no.	51	52	53	54	55	56	57	58	59	60
TNAP inh Pi	-19.4	5.1	6.8	3.5	10.1	16.9	12.0	20.0	1.9	4.8
TNAP pNPP inh	1.1	0.8	-7.1	-4.5	0.4	2.5	1.4	6.1	-8.5	-0.6

61) CC1(C)CC(=O)C2=C(C1)Nc1ncnn1C2c1ccccn1 (configuration not stated)
62) COc1cc(C(=O)Nc2ccc(NC(=O)C3CC3)nc2)cc(OC)c1OC
63) CCOC(=O)C1C(=O)NCC2CCCC21 (configuration not stated)
64) COC(=O)c1ccc(NC(=O)CSc2nnc(CNc3ccc(OC)cc3)n2C)cc1
65) O=C(O)c1cccc(S(=O)(=O)NCc2cccs2)c1
66) CCOc1ccc(OCc2ccc(C(=O)Nc3ccc(Cl)cn3)o2)cc1
67) Cc1ccccc1CSCC(=O)NC(=O)NC(C)(C)C
68) CCc1nnc(NC(=O)CSc2nnc(COc3ccccc3)n2Cc2ccccc2)s1
69) CC(C)(C)NC[C@H](O)COc1nsnc1N1CCOCC1
70) O=C1NCC(COCC2CC=CCC2)O1 (configuration not stated)

compound no.	61	62	63	64	65	66	67	68	69	70
TNAP inh Pi	7.0	0.0	-6.3	-7.8	-6.0	-0.6	10.1	15.6	13.4	0.0
TNAP pNPP inh	3.1	0.0	3.9	6.4	-1.1	3.4	2.6	2.6	10.0	0.0

71) COC(=O)C1C(=O)N2CCCSC2=C(C#N)C1c1cccs1 (configuration not stated)
72) O=c1[nH]n(CC2COC3(CCCCC3)O2)c(=O)c2ccccc12 (configuration not stated)
73) COc1ccc(C2C3=C(N=C4SCC(=O)N42)c2ccccc2CC3)cc1OC (configuration not stated)
74) CCOC(=O)C(Cc1cc(C(C)=O)ccc1OC(C)C)C(=O)OCC
75) Nc1cc(=O)[nH]c(SCC(=O)NCC2CCCO2)n1 (configuration not stated)
76) Cc1cc(C(=O)NCc2ccccc2Br)no1
77) O=C(NCCCc1ccccc1)c1ccc(Br)o1
78) CCOC(=O)c1nc(N)c(C(=O)OCC)[nH]1
79) O=C(CSc1nnc(-c2ccco2)n1-c1ccccc1)N1CCOCC1
80) O=C(O)Cn1nc(-c2ccccc2)c2ccccc2c1=O

compound no.	71	72	73	74	75	76	77	78	79	80
TNAP inh Pi	0.0	10.3	2.6	-65.9	5.7	-12.2	-81.2	-10.6	9.3	0.2
TNAP pNPP inh	0.0	2.6	4.2	-32.7	1.5	5.0	-31.2	-8.3	5.2	-2.0

As entered above:
CCc1nc(Nc2ccc(N3CCN(C(C)=O)CC3)cc2)c2oc3ccccc3c2n1 | TNAP inh Pi: 3.8
Cn1nc(C(=O)OCCN2C(=O)c3ccccc3C2=O)c2ccccc2c1=O | TNAP pNPP inh: -1.5

Next part
81) O=C(Nc1ccc2c(c1)CCC2)c1cnccn1
82) CCC(C)(C)n1nnnc1C(c1ccccc1F)N1CCC(C(N)=O)CC1 (configuration not stated)
83) COc1ccccc1Oc1c(C)oc2c(CN3CCN(CCO)CC3)c(O)ccc2c1=O
84) Cc1nn(C)cc1CNC(=O)c1cc2n(n1)C(C(F)(F)F)CC(c1cccs1)N2 (configuration not stated)
85) CN(C1=NC(=O)C(CC(=O)Nc2ccc(Br)cc2)S1)c1ccc(O)cc1 (configuration not stated)
86) CCC(C)(C)NC(=O)CN(C(=O)CNS(=O)(=O)c1ccccc1)c1ccccc1
87) COc1ccc(OC)c(NC(=O)CSc2nnc(N)s2)c1
88) Cc1nc(NC(=O)c2ccc(Br)s2)sc1C(=O)N(C)C
89) c1ccc(C2Nc3ccccc3-c3nc4ccccc4n32)nc1 (configuration not stated)
90) Cc1ccc(-c2nc(N)n(C(=O)Cc3ccccc3)n2)cc1

compound no.	81	82	83	84	85	86	87	88	89	90
TNAP inh Pi	-10.5	6.5	9.4	5.2	0.0	0.0	4.7	8.0	-7.3	6.2
TNAP pNPP inh	-1.4	2.2	4.1	-0.3	0.0	0.0	-0.1	3.4	3.4	2.8

91) CCC(=O)O[C@@H]1CC(=O)O[C@H](C)CC=CC=C[C@@H](O)[C@H](C)C[C@H](CC=O)[C@H](O[C@H]2O[C@H](C)[C@@H](O[C@H]3C[C@@](C)(O)[C@@H](OC(=O)CC)[C@H](C)O3)[C@H](N(C)C)[C@H]2O)[C@H]1OC
92) N#Cc1nc(-c2ccco2)oc1NCCN1CCOCC1
93) Cn1c(=O)c2c(nc(Br)n2CCc2ccccc2)n(C)c1=O
94) Cc1ccc(C(=O)c2coc3ccc(O)c(CN4CCN(C)CC4)c23)cc1
95) Cc1cc(C)n(CC(=O)n2c3c(c4ccccc42)CCCC3)n1
96) [N-]=[N+]=CC(=O)CNC(=O)[C@@H](Cc1ccccc1)N1C(=O)c2ccccc2C1=O
97) Cc1ccc(N(C(=O)Cn2nnc(-c3ccc(C)o3)n2)C(C(=O)NC2CCCC2)c2ccco2)cc1 (configuration not stated)
98) CCC(C)N(C(=O)c1csnn1)C(C(=O)NCc1ccc(F)cc1)c1ccco1 (configuration not stated)

compound no.	91	92	93	94	95	96	97	98
TNAP inh Pi	-11.3	3.5	12.9	4.4	3.4	6.1	0.7	13.6
TNAP pNPP inh	-2.1	-0.7	6.5	0.5	-1.1	1.5	0.2	2.7

Bioassay records from PubChem.
